Assay outcomes from PubChem BioAssay.
Tau FP inhib – tau fibrillization inhibition (FP); hit rate 0.39% among 280,000; Potency, µM (top dose mostly 57.7 µM), for the others: at the highest dose activity, negative = inhibition, most hits filed as inhibitors; K18 P301L tau heparin fibrillization, Alexa594 FP, 6 h; AID 1468; P10636; note: % is set by controls: 0 for no effect and ±100 for the full control effect; nearly all actives have a fitted effect of over 55% in size
Target sequence (P10636 561-689 P618L limits assumed): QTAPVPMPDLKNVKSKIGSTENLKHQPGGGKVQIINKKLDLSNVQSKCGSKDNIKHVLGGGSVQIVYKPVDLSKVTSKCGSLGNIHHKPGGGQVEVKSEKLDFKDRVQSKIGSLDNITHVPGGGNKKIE
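Human K18 P301L fragment (15 uM unlabeled plus 0.24 uM Alexa 594-labeled) in 100 mM sodium acetate pH 7 with compound, aggregation induced by 20 uM heparin for 6 hr at 37 C. ThT (30 uM) added for 1 hr, then Alexa 594 FP read.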
GAA inhib – alpha-glucosidase (human) inhibition; P10253; AID 1466; purified human GAA, 4-MU-alpha-glucoside fluorescence; Potency, µM (top dose mostly 76.9 µM), for inactives: top-dose activity change, negative = inhibition, usual class: inhibitors; hit rate 0.005% among 200,000;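 note: plate controls were uninhibited enzyme wells for no effect and no-enzyme background for full effect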
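Endpoint fluorogenic read: 20 min room-temperature reaction of 4 nM human alpha-glucosidase with 400 uM 4-methylumbelliferyl-alpha-D-pyranoside, pH 5.0, quenched with 1M NaOH/1M glycine pH 10. AC50 from Hill modeling.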
Tau ThT inhib – tau fibrillization inhibition (ThT binding) | recombinant tau K18 P301L, heparin-induced fibrillization, ThT fluorescence | Potency, µM (titrated, usually from 57.4 µM), inactives show at the top dose activity, negative = inhibition, most hits filed as inhibitors | hit rate 2.1% among 270,000 | P10636; note: % is set by controls: 0 for no effect and ±100 for the full control effect; nearly all actives have a fitted effect of over 55% in size
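Using a mix of unlabeled (15 uM) and Alexa 594-labeled (0.24 uM) tau K18 P301L, heparin-triggered fibrillization over 6 hr at 37 C was scored by ThT fluorescence.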
GAA glycogen mod – inhibitors or activators of human alpha-glucosidase glycogen cleavage; P10253; recombinant GAA, glycogen substrate, Amplex Red glucose oxidase fluorescence; Potency, µM (titrated, usually from 76.4 µM), without a hit: top-dose activity change, negative = inhibition, hits mostly inhibitors; hit rate 0.38% among 300,000;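 note: 0% = full enzyme reaction and -100% = no-enzyme basal signal; the screen sought inhibitors and activators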
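Natural-substrate format: glycogen cleavage by 4 nM human enzyme, glucose read by Amplex Red coupling (Ex 573, Em 610 nm). Normalized to enzyme and no-enzyme controls.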
GLA spleen mod – alpha-galactosidase A (human) modulation | hit rate 0.008% among 240,000 | Potency, µM (top dose mostly 80 µM), for the others: at the highest dose activity change, negative = inhibition, hits mostly inhibitors | human spleen homogenate, 4MU-alpha-Gal fluorescence, 40 min | P06280;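 note: 0% = enzyme with vehicle and -100% = no enzyme basal signal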
Target sequence (P06280 32-429 limits assumed): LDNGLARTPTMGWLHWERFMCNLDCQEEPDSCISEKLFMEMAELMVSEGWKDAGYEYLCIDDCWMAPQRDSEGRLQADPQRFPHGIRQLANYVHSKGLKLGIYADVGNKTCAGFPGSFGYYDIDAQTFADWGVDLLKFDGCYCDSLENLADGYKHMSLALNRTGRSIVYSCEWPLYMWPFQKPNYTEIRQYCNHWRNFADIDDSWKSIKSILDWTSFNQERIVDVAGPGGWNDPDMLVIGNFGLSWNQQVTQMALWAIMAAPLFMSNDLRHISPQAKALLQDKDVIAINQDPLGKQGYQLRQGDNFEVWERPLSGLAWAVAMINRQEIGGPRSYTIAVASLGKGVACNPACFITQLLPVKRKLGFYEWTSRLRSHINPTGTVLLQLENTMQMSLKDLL
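Spleen homogenate 1 ug + cpd (titration) + 4-MU-alpha-D-galactopyranoside 1 mM; 37C 40 min; 50 mM citrate/phosphate pH 5.0, 0.01% Tween-20; stop pH 10; fluorescence 365/440; AC50 via Hill.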
Tau fluor counter – counter-screen for tau fibril formation inhibitors; Potency, µM (highest dose often 57.7 µM), for the others: at the top dose activity change, negative = decrease; hit rate 0.93% among 280,000; tau K18 P301L Alexa594 fluorescence, heparin fibrillization; AID 1463; note: % is set by controls: 0 for no effect and ±100 for the full control effect; nearly all actives have a fitted effect of over 55% in size
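Human tau K18 P301L (15 uM unlabeled, 0.24 uM Alexa 594-labeled) in 100 mM sodium acetate pH 7 with 20 uM heparin, 6 hr at 37 C. ThT 30 uM added, 1 hr ambient; Alexa 594 FP and total fluorescence read at 555/632 nm.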
aGlu spleen mod – inhibits or activates alpha-glucosidase in human spleen homogenate; P10253; human spleen homogenate, 4-MU-alpha-glucoside fluorescence; Potency, µM (doses to about 79.9 µM), inactives show at the highest dose activity change, negative = inhibition, usual class: inhibitors; hit rate 0.006% among 240,000; AID 2112;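 note: 0% = enzyme with vehicle and -100% = no enzyme basal signal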
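Compounds were titrated against alpha-glucosidase in spleen homogenate at pH 5.0, with 1 mM 4-methylumbelliferyl substrate for 40 min at 37 C. Reactions were quenched with pH 10 NaOH/glycine and fluorescence measured.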
HTT ATP protect – cytoprotection in Huntington HTT-Q103 PC12 cell model; AID 1471; PC12 HTT-Q103 induced, cytoprotection, ATP luminescence, 40 h; Potency, µM (series often up to 56.4 µM), inactives show cytoprotection (ATP increase), actives largely listed as activators; hit rate 0.14% among 230,000;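 note: % of control where 0% means no effect; nearly all actives have a fitted effect of over 45% in size; toxic huntingtin expression switched on by the ecdysone agonist tebufenozide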
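PC12 cells stably carrying ecdysone-inducible Htt exon 1 (Q103)–GFP were induced with 100 nM tebufenozide (final) alongside library compounds in a dose series. Cytoprotection was scored as retained ATP by ATPlite luminescence.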
Numbers without * were called inactive; ? = inconclusive; / = not tested or not shown; [ ] = remark or other dose. Calls come from the whole dose curve; as a rule, active = well fitted curve in the direction sought with a large enough effect; inconclusive = small, poorly fitted or top-dose-only effect, or another doubt; inactive = no such curve, though single readings can be large; an effect the other way counts as inactive or inconclusive. Potency is the fitted concentration of half-maximal effect.

SMILES	Tau FP inhib	GAA inhib	Tau ThT inhib	GAA glycogen mod	GLA spleen mod	Tau fluor counter	aGlu spleen mod	HTT ATP protect
Cc1nc(NC(=O)CSc2nnnn2C)sc1C	-3%	-14%	-2%	7%	-11%	0%	?	-10%[1.9 µM]
Cc1cc(Cl)ccc1OCC(=O)OC(C)C(=O)NC(N)=O (stereo not drawn)	-2%	0%	4%	-3%	3%	2%	3%	6%[10 µM]
CCOC(=O)CC(=O)CSc1nc2ccccc2c(=O)n1-c1ccc(C(=O)N2CCOCC2)cc1	11%	10%	-7%	8%	13%	3%	1%	-11%
CCOC(=O)C1=C(CC)OC(N)=C(C#N)C1c1ccsc1 (stereo not drawn)	-10%	-5%	-1%	5%	-3%	-3%	1%	/
COc1cc(C(=O)Nc2ccc(N(C)C)cc2)c([N+](=O)[O-])cc1OC	14%	-11%[15.4 µM]	?	5%	-6%	-15%	5%	19%
Cc1ccc(C(Nc2ccccn2)c2ccc3cccnc3c2O)cc1 (stereo not drawn)	9%	/	?	3%[76.3 µM]	/	-24%	/	/
CC(C)OC(=O)CC1C(=O)NCCN1C(=S)NC(=O)CCc1ccccc1 (stereo not drawn)	-6%	-9%	-2%	18%	-7%	-5%	-7%	9%[10 µM]
Nc1cc(C(F)(F)F)cc([N+](=O)[O-])c1N	3%	?	14%	-20%	9%	3%	8%	/
COC(=O)/C=c1/s/c(=C(/C#N)C(=O)N2CCCCC2)n(-c2ccccc2)c1=O	-6%	0%	-5%	-5%	22%	-6%	-18%	-4%[10 µM]
Cc1ccc(C(=O)NC2(C(F)(F)F)N=C3SCCN3C2=O)cc1 (stereo not drawn)	5%	5%	-4%	-7%	3%	-1%	-1%	17%
CCOC(=O)c1cnc(SCc2nc(N)nc(Nc3ccccc3)n2)nc1N	-9%	?	-7%	2%	-3%	-16%	-2%	-36%
C=CCSc1ncc(C#N)c(N)n1	1%	-2%	2%	4%	2%	2%	5%	4%[10 µM]
COC(=O)C1=C(N)Oc2cc(C)n(Cc3ccco3)c(=O)c2C1c1cccc(Cl)c1 (stereo not drawn)	-8%	-10%	-4%	0%	-7%	-30%	-3%	18%
Cc1cccc(NC(=O)CN(C)S(=O)(=O)c2cnc[nH]2)c1C	6%	/	4%	0%[76.3 µM]	/	4%	/	/
Cc1ccc(-c2cc(C(F)F)n3ncc(C(=O)N4CCN(c5ccccn5)CC4)c3n2)cc1	15%	-12%	?	1%	4%	-14%	-14%	-20%
O=c1c2ccccc2[nH]c(=S)n1CCc1ccccc1	-9%	0%	12%	11%	1%	12%	1%	-14%[10 µM]
COc1ccc(C2/C(=C(\O)c3ccc4c(c3)OCCO4)C(=O)C(=O)N2Cc2ccco2)c(OC)c1 (stereo not drawn)	-1%	1%	-17%	2%	9%	2%	-4%	21%[10 µM]
CCOC(=O)CC(NC(=O)CCc1c(C)nc2nc(C)nn2c1C)c1ccc(C)cc1 (stereo not drawn)	3%	3%	0%	7%	-6%	2%	-2%	?
CC(C)Oc1ccc(CNC(=O)CN2C(=O)c3cccnc3Oc3ccc(Cl)cc32)cc1	-1%	/	1%	-8%[76.3 µM]	/	-4%	/	/
CCOc1cccc(C(=O)Nc2cccnc2)c1	7%	0%	5%	-9%	12%	5%	6%	-14%
O=C(CC1(O)C(=O)Nc2ccc(Br)cc21)c1ccc2c(c1)OCO2 (stereo not drawn)	-8%	-2%	-2%	0%	2%	-4%	8%	-23%[10 µM]
COc1cc(-c2nc(-c3ccccc3)c(-c3cccs3)[nH]2)cc(OC)c1OC	?	0%	-21%	4%	3%	?	-9%	-45%[inhibitor]
CCN(CC)C(=O)Cn1c(=O)oc2ccccc21	-2%	/	/	-5%	5%	-7%	1%	?
CC1CCN(S(=O)(=O)N2CCC(C(=O)NCc3ccc4c(c3)OCO4)CC2)CC1	-5%	-15%	-3%	0%	8%	-16%	7%	/
COc1ccc(-c2nc(CS(=O)(=O)CC(=O)NCc3ccccc3Br)c(C)o2)cc1	-1%	/	-3%	13%[76.3 µM]	/	-9%	/	/
CCO[C@@H]1OC(C(=O)N2CCCCCCC2)=C[C@H](c2ccc3c(c2)OCO3)[C@H]1CCCO	?	/	?	-5%	-12%	-7%	-3%	3%[10 µM]
CN1C=CC=C/C1=C1/SC(=S)N(Cc2ccccc2)C1=O	-7%	6%	6%	6%	5%	-2%	-2%	/
O=C(O)c1ccc(NCc2ccc(Br)cc2)cc1	1%	-3%	-12%	-4%	8%	-6%	-9%	0%
Nc1nccc(-c2nn(-c3ccc(Cl)cc3)ccc2=O)n1	-6%	-6%	-4%	5%	-4%	-8%	4%	6%[10 µM]
Nc1nc(-c2ccccc2)c(N=Nc2cccc3ccccc23)s1	18µM*	3%	2.8µM*	6%	0%	3.2µM*[quencher]	-8%	35%[10 µM]
COc1ccc(-n2nc(C(=O)N3CCN(c4cccc(C)c4)C(C)C3)c3c4ccccc4n(C)c3c2=O)cc1Cl (stereo not drawn)	-4%	/	-9%	-9%[76.3 µM]	/	-17%	/	/
CCOC(=O)Cn1nc(/C=C/c2ccccc2)ccc1=O	-1%	0%	-7%	3%	-6%	-4%	-5%	9%
CC(=O)Nc1ccc(N(C(=O)c2cnccn2)C(C(=O)NC2CCCCC2)c2ccc(O)cc2)cc1 (stereo not drawn)	-3%	0%	-17%	-22%	0%	-5%	-1%	-20%
CCOc1ccc2nc(N3CCCC(C(=O)NCc4ccc(OC)cc4)C3)sc2c1 (stereo not drawn)	11%	/	?	13%[76.3 µM]	/	?	/	/
COc1ccc(/C=C/C2=CC(C)(C)NC(=S)N2)c(OC)c1	10%	-10%	?	-15%	-12%	-7%	-3%	26%[10 µM]
COc1ccc2[nH]c(=O)c(-c3nnn(-c4ccccc4)n3)cc2c1	4%	/	-16%	-3%	0%	-7%	0%	-17%[10 µM]
COC(C[C@@H]1O[C@H]1[C@@H](O)COCc1ccccc1)OC	5%	/	5%	4%	3%	15%	2%	28%[10 µM]
O=C1CC(N2CCN(c3nc4ccccc4s3)CC2)C(=O)N1Cc1cccs1 (stereo not drawn)	0%	-23%	-13%	-8%	13%	-10%	-11%	11%
Cn1c(=O)oc2cc(S(=O)(=O)NC(Cc3ccccc3)C(=O)Nc3ccc(F)cc3)ccc21 (stereo not drawn)	-12%	/	5%	-2%[76.3 µM]	/	-20%	/	/
Cc1nn(-c2ccc(C(=O)O)cc2)c(N)c1-c1ccccc1	?	-2%	-17%	-5%	-6%	-6%	-15%	-37%

Ordered by value in Tau FP inhib (highest first): 5 from the list above.
SMILES	Tau FP inhib
Cc1ccc(-c2cc(C(F)F)n3ncc(C(=O)N4CCN(c5ccccn5)CC4)c3n2)cc1	15%
COc1ccc(/C=C/C2=CC(C)(C)NC(=S)N2)c(OC)c1	10%
Cc1cccc(NC(=O)CN(C)S(=O)(=O)c2cnc[nH]2)c1C	6%
COc1ccc(-c2nc(CS(=O)(=O)CC(=O)NCc3ccccc3Br)c(C)o2)cc1	-1%
CC(=O)Nc1ccc(N(C(=O)c2cnccn2)C(C(=O)NC2CCCCC2)c2ccc(O)cc2)cc1 (stereo not drawn)	-3%

The listing continues:
SMILES	Tau FP inhib	GAA inhib	Tau ThT inhib	GAA glycogen mod	GLA spleen mod	Tau fluor counter	aGlu spleen mod	HTT ATP protect
O=C(Nc1ccc(Cl)cc1)N1CCN(Cc2ccc3c(c2)OCO3)CC1	1%	/	-7%	2%	7%	-21%	2%	3%[10 µM]
O=C(CSCc1ccccc1Br)NC1CC1	3%	-5%	5%	-5%	2%	9%	-9%	29%[0.074 µM]
CCC(=O)N1CCc2cc(Br)cc(S(=O)(=O)N3CCCC(C(=O)NCc4ccc(F)cc4)C3)c21 (stereo not drawn)	12%	/	-6%	13%[76.3 µM]	/	-8%	/	/
CC(Oc1ccccc1)C(=O)NC1CC(C)(C)NC(C)(C)C1 (stereo not drawn)	-1%	-12%	-3%	-1%	3%	1%	1%	4%[1.9 µM]
Cc1cc(NC(=O)c2ccccc2O)nc(C)n1	-3%	-4%	-10%	5%	6%	-8%	2%	-19%
COc1ccc(CC2(CO)CCN(Cc3c(C)nn(C(C)C)c3C)CC2)cc1	-8%	-5%	-8%	10%	-3%	-11%	1%	11%[10 µM]
CCCNC(=O)CSc1nc2[nH]ncc2c(=O)[nH]1	6%	-4%	-4%	-1%	5%	1%	/	?
C=CCc1cc(C=O)cc(OCC)c1O	8%	3%	-1%	14%	-18%	0%	2%	3%[10 µM]
O=C(O)CC1=C(Nc2ccccc2)C(=O)N(c2ccccc2)C1c1ccc(F)cc1 (stereo not drawn)	-5%	?	?	-7%	6%	-4%	7%	-6%[10 µM]
CCC1Oc2ccc(C)cc2N(Cc2cccc(C)c2)C1=O (stereo not drawn)	2%	-1%	-31%	1%	2%	-13%	-6%	1%[0.074 µM]
CCC1CCCCN1C(=O)c1nn2cccnc2c1Cl (stereo not drawn)	4%	-14%	7%	1%	9%	4%	3%	10%[1.9 µM]
O=C(Nc1ccc(Oc2cccc(C(F)(F)F)c2)nc1)c1ccccc1	-13%	?	-9%	5%	-5%	-18%	0%	9%[10 µM]
CCOC(=O)c1c(NC(=O)c2ccc(Br)o2)sc2c1CCCC2	-2%	-13%	-16%	8%	1%	-6%	3%	-35%
O=C(CN1C(=O)c2ccccc2C1=O)Nc1cccc([N+](=O)[O-])c1	-5%	3%[15.4 µM]	-8%	2%	9%	-14%	5%	31%[0.074 µM]
CCOc1ccc(NC(=O)CC2C(=O)N(c3cccc(OC)c3)C(=O)N2C(C)C)cc1 (stereo not drawn)	-7%	/	-5%	14%	3%	-10%	-5%	-17%[10 µM]

Exported with two lines to a compound: entries from further up
Value order – Tau FP inhib | GAA inhib | Tau ThT inhib | GAA glycogen mod | GLA spleen mod | Tau fluor counter | aGlu spleen mod | HTT ATP protect
CCC1CCCCN1C(=O)c1nn2cccnc2c1Cl (stereo not drawn)
  4% | -14% | 7% | 1% | 9% | 4% | 3% | 10%[1.9 µM]
O=C(Nc1ccc(Oc2cccc(C(F)(F)F)c2)nc1)c1ccccc1
  -13% | ? | -9% | 5% | -5% | -18% | 0% | 9%[10 µM]
CCOC(=O)c1c(NC(=O)c2ccc(Br)o2)sc2c1CCCC2
  -2% | -13% | -16% | 8% | 1% | -6% | 3% | -35%

The order is random; overall some 3.3% were active at least once.
